FXIa inh – human FXIa protease inhibitors, primary screen, biochemical, 1536-well; AID 798, 2007; 0.14% of 220,000 active; inhibition, % at 5 µM; Coagulation factor XI (Homo sapiens), P03951; purified FXIa, Boc-Glu-Ala-Arg-AMC fluorogenic substrate;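 active means inhibition of at least 40%; inactive means inhibition below 40%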;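 further: fluorescence of freed AMC excited at 355 nm; 0% = enzyme without compound and 100% = no enzyme blank; many of its hits are not listed in these tables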
CHOP inh – inhibitors of CHOP promoter induction, primary screen, cell-based, unfolded protein response, luciferase reporter. CHO-K1 CHOP-promoter luciferase, tunicamycin-induced, 15-18 h. inhibition, % at 10 µM. 3.8% of 220,000 active. AID 2732, 2010;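 active means compounds that reduced the stress-induced luciferase reporter signal by more than about 70% of percent inhibition, limit read from the data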;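 further: 0% = tunicamycin plus vehicle and 100% = wells without tunicamycin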
Wee1 degr inh – Wee1 degradation inhibitors, primary screen, cell-based, HeLa, Wee1K328M-luciferase, luminescence; HeLa Luc-Wee1K328M stability; 100% = proteasome inhibitor MG132 effect; reporter increase, % at 5 µM; 1.2% of 220,000 active;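 active means activation above the mean of all tested compounds plus 3 SD, set per screening run, cut at about 8.8% in these data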;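 further: cells exposed to compound for 20 h before luminescence read; 0% = DMSO alone and 100% = MG132 at 30 µM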
TNF death inh – inhibitors of TNF-alpha triggered necroptosis, primary screen, cell-based, Jurkat FADD-/-, single concentration. activation (protection from cell death), % at 10 µM. 0.068% of 220,000 active. Jurkat FADD-/- TNF necroptosis rescue, ATP luminescence, 24 h; 0 = TNF only, 100 = no-TNF cells. AID 463075, 2010;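 active means activation, meaning protection from cell death, of at least 50% relative to plate controls; inactive means activation below 50%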;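 further: necroptosis triggered by 40 ng/mL TNF-alpha added together with compound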
PPC-1+TRAIL kill – compounds killing PPC-1 cancer cells with TRAIL present, primary screen, TRAIL potentiator project, ATPLite luminescence, uHTS; PPC-1 cells + TRAIL, ATPLite viability luminescence; cell killing (% activity), % at 4 µM; 0.41% of 220,000 active;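 active means cell killing above 50% in the first pass at 4 µM, then a duplicate retest at 5 µM averaging 50% or more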;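 further: plate controls were cells with TRAIL plus DMSO for no effect and medium-only wells lacking cells for full effect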
FXIIa inh – human FXIIa protease inhibitors, primary screen, biochemical, 1536-well | Coagulation factor XII (Homo sapiens), P00748 | purified FXIIa, Boc-QGR-AMC fluorogenic substrate, 2 h | inhibition, % at 5 µM | 0.3% of 220,000 active | AID 800, 2007; in the data active means inhibition above about 40%;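 further: 0% = enzyme with no compound and 100% = blank without enzyme; many of its hits are not listed in these tables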
Target sequence (P00748 20-372 limits assumed): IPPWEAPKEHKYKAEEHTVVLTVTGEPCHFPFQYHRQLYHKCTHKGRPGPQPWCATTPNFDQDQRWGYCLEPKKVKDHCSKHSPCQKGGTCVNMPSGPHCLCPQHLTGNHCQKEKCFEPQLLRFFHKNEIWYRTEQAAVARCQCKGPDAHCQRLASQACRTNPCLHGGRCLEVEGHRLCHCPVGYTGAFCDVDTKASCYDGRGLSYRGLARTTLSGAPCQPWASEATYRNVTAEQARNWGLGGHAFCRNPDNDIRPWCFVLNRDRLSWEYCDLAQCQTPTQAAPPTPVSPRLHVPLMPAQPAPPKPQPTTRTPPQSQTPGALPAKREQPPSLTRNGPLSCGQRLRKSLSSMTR
Target sequence (P00748 373-615 limits assumed): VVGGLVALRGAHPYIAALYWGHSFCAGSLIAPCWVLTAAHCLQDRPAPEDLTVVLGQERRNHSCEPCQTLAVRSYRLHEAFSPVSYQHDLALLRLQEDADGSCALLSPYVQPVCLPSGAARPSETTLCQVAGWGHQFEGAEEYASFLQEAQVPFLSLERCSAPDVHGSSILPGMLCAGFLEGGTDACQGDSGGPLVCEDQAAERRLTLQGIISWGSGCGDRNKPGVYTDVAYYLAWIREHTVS
PGE2 EP2 inh – human EP2 receptor antagonists, primary screen, TR-FRET cAMP, C6 glioma cells. Prostaglandin E2 receptor EP2 subtype (Homo sapiens), P43116. 0.52% of 260,000 active. inhibition, % at 25 µM. C6 glioma cells expressing human EP2; cells stimulated with saturating PGE2;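 active means percent inhibition above 40 after rounding to a whole number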;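 further: rat C6 glioma host cells with rolipram phosphodiesterase inhibitor present; the protocol text gives 20 µM as final concentration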
Target sequence (P43116 whole entry, looked up): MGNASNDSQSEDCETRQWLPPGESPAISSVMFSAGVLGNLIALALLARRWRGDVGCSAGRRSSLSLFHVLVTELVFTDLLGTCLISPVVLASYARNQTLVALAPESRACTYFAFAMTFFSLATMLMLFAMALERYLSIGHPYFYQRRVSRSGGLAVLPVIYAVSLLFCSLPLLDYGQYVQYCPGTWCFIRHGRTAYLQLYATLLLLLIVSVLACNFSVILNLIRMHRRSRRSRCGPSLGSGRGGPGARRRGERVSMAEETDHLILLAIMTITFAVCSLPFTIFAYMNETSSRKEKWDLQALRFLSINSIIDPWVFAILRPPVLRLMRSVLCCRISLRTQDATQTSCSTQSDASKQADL
TbHK1 inh – Trypanosoma brucei hexokinase 1 inhibitors, primary screen, biochemical, G6PDH-coupled NADH absorbance, MLSCN library; 0.11% of 220,000 active; inhibition, % at 10 µM; recombinant TbHK1, G6PDH-coupled NADH A340; AID 1430, 2008;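 active means inhibition of 50% or more in the single-dose primary screen; inactive means inhibition below 50%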
L929 necroptosis – inhibitors of zVAD-triggered necroptosis, primary screen, L929 cells; L929 zVAD necroptosis rescue, ATP luminescence, 24 h; with zVAD 60 µM; viability rescue, % at 10 µM; 0.38% of 220,000 active; AID 1377, 2008;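 active means activation, scaled between plate controls, above about 75%, limit read from the data; inactive means activation under that limit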;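 further: 0% = zVAD with DMSO and 100% = DMSO alone without zVAD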
Numbers without * were called inactive; nt = not tested or not shown; & = joins results of further samples. An excerpt, so the mix of outcomes need not match the whole.

SMILES	FXIa inh	CHOP inh	Wee1 degr inh	TNF death inh	PPC-1+TRAIL kill	FXIIa inh	PGE2 EP2 inh	TbHK1 inh	L929 necroptosis
O=CNn1cnc2c(oc3nc(-c4ccccc4)cc(-c4ccco4)c32)c1=O	-9	85*	-3	0.4	5	-15	8	-35	0.6
Cc1cccc(NC(=O)c2oc(=O)c3ccccc3c2-c2ccccc2)c1C	20	21	-2	1.5	21	20	5	32	0.3
O=C(N[C@@H](c1ccccc1)[C@@H]1C[C@H]1C(=O)O)OCc1ccccc1	2	6	-3	1.8	19	4	7	9	2.4
Cn1cccc1/C=N/n1c(-c2ccccc2)n[nH]c1=S	3	11	-1	-1.0	-30	-3	12	-13	0.8
O=C(CC(Nc1ccccc1)c1ccc(F)cc1)c1ccccc1 (stereo unspecified)	17	25	1	4.9	0	20	11	3	0.5
CCOc1ccc(/C(CCC(=O)O)=N/NC(=S)NCCc2ccccc2)cc1	2	2	-2	-0.9	10	10	3	-7	0.3
O=C(NCCCN1CCOCC1)c1cccnc1SCc1ccccc1Cl	-5	6	0	0.8	0	2	3	-2	-1.4
Cc1cc([N+](=O)[O-])nn1CC(=O)Nc1ccc(Cl)cn1	-4	13	1	6.1	16	5	2	6	12
CC(C)(CNS(=O)(=O)c1ccc(Cl)cc1)N1CCCCC1	2	28	2	2.1	11	4	7	-1	0.8
COc1ccc(C2=NOC(CNC(=S)N3CCOCC3)C2)cc1 (stereo unspecified)	-7	2	7	2.1	-9	1	6	-3	0.0
COc1ccc(CC(=O)Nc2ccccc2N2CCOCC2)cc1OC	2	10	-2	1.8	9	7	5	1	0.1
O=C(CSc1ncnc2ccccc12)N1CCN(c2ccccc2)CC1	nt	nt	-2	-2.4	nt	nt	nt	-3	0.6
CN(C)CCCNC(=O)c1cc(S(=O)(=O)N2CCOCC2)ccc1F	-10	-7	-1	0.8	22	-4	6	-5	0.6
Oc1c(/C=N/Nc2cccc3cccnc23)ccc2ccccc12	2	6	2	4.3	22	14	11	-8	0.3
C=CCN1C(=O)/C(=C/c2ccc(OC(C)=O)c(OCC)c2[N+](=O)[O-])SC1=S	-1	100*	1	-13	23	5	10	-5	-0.5
COc1ccc(N2CCN(C(=S)Nc3cc(C)cc(C)c3)CC2)cc1	-11	36	0	-4.6	29	9	11	-11	-0.2
CN1CCN(S(=O)(=O)c2ccc(N3CCN(C(c4ccccc4)c4ccccc4)CC3)nc2)CC1	-4	-2	2	-0.2	22	5	7	-8	1.3
CC(=O)Nc1cccc(C(=O)N/N=C/c2ccccc2F)c1	2	-2	0	0.0	18	7	5	-8	0.1
Cn1cc(Cl)c(C(=O)Nc2cccc(Cl)c2Cl)n1	5	75*	2	-1.7	30	3	7	-5	0.0
COC(=O)c1cccnc1-n1c(=O)c2cccnc2n(Cc2cccc(OC)c2)c1=O	-5	33	nt	-1.3	11	1	14	-3	-0.6
COc1ccc(-c2nnc(SCC(=O)Nc3cc(F)ccc3C)o2)cc1	5	42	-3	1.1	30	-4	3	3	-0.6
CC[n+]1c(C)n(-c2ccccc2)c2ccc(C(=O)OC)cc21	-5	3	0	-0.3	-2	4	4	1	-0.9
CCOC(=O)CCC(=O)NNC(=O)COc1ccc(C(C)C)cc1Br	3	8	2	0.7	32	12	7	1	0.8
O=S(=O)(Cc1ccccc1)NCC1CCCN(Cc2ccc3nonc3c2)C1 (stereo unspecified)	-3	6	0	1.6	-31	5	8	0	-0.3
CN(Cc1ccccc1)C(=O)c1cccc(NC(=O)c2ccco2)c1	-3	43	0	0.4	26	10	13	4	nt
CCN1C=CC2=C(C#N)C(N)C(C#N)(C#N)C(c3ccccc3C(F)(F)F)C2C1 (stereo unspecified)	1	21	-1	-2.4	3	11	11&14	2	-0.7
CC1CCCCC1NC(=O)COC(=O)c1c2c(nc3ccccc13)/C(=C/c1ccco1)CC2 (stereo unspecified)	9	-20	11*	-2.9	36	14	4	4	2.1
CCS(=O)(=O)n1nc(C(=O)N2CCOCC2)nc1N	-1	8	1	0.2	-3	14	9&10	-4	0.3
Cc1nn(-c2ccccc2)c2c1C(c1cccnc1)N1C=C(S(=O)(=O)N3CCCCC3)C=CC1=N2 (stereo unspecified)	-3	35	-3	1.1	-5	10	13	-17	-1.8
O=C(CNC(=O)c1ccco1)NCCCc1ccccc1	6	26	-1	1.7	14	16	10	5	0.4
O=C(CSc1nccn1-c1ncc(C(F)(F)F)cc1Cl)c1ccc(Cl)cc1	-2	-18	-2	-5.5	17	14	15	5	-0.2
Cc1nn(Cc2ccc(F)cc2Cl)c(C)c1[N+](=O)[O-]	-2	2	0	28	27	-1	7	0	2.6
CCCc1nc2sc3c(SCC(=O)NCc4ccco4)ncnc3c2c2c1CCC2	0	51	-1	-5.8	9	5	5	6	3.2
Cc1onc(-c2ccccc2)c1C(=O)N=C(N)c1ccc(C(F)(F)F)cc1	4	-16	0	0.9	19	11	10	-20	0.4
CCOc1ccc(-c2nnc(SCc3nnc(-c4ccccc4)o3)n2-c2ccccc2F)cc1	-4	36	1	-4.2	13	2	13	3	-0.7
CCC(=O)Nc1ccc(Cl)c(NC(=S)NC(=O)COc2ccc(Cl)cc2)c1	9	60	2	2.3	37	9	1	4	0.8
NC1=NC(=O)S/C1=C\c1ccc(F)cc1	2	3	-2	1.8	6	4	12	-10	0.3
CN1CCN(C(=O)/C=C\c2ccc(Cl)cc2)CC1	14	0	-2	2.2	17	31	8	4	0.9
CCCN(CCC)C(=O)CSc1nc2n[nH]c(C)c2c(=N)n1-c1ccc(OC)cc1	-10	25	-1	-8.5	24	6	nt	-2	4.3
S=C(NC1CC1)NC1CCCc2ccccc21 (stereo unspecified)	-6	-6	3	0.1	5	7	14	4	-0.4
Cc1ccc(O)c(C(=O)c2cc(C#N)c(=O)n(CC3CCCO3)c2)c1 (stereo unspecified)	4	29	-4	-2.4	13	19	4	-21	-0.4
Clc1ccccc1CN1CCC(Cc2ccccc2)CC1	10	48	2	1.8	13	12	3	6	-0.3
C/C(=N\NC(=O)c1cccs1)C(C)(C)C	0	-18	1	-0.5	17	6	5	4	73
Cn1c2ccccc2c(=O)c2c(=O)n(-c3ccccc3)c(-c3ccc(C(C)(C)C)cc3)nc21	13	-41	-1	-4.9	4	36	5	5	-0.1
Cc1ccc(-n2nnnc2SCC(=O)NC2CCCc3ccccc32)c(C)c1 (stereo unspecified)	2	32	0	0.0	28	8	12	1	-0.1
O=C1CCc2nc3ccccc3c(=O)n2N1	-4	13	0	-0.2	6	8	10	-6	-0.4
Cc1nc(C(=O)N2CCc3c([nH]c4ccccc34)C2c2ccccn2)cs1 (stereo unspecified)	-3	17	-1	1.6	nt	6	13	-5	4.0
CC(=O)Nc1ccccc1C(=O)C(=O)Nc1ccc(C(=O)N2CCOCC2)cc1	-1	0	2	0.4	25	8	1	-2	0.7
CCOC(=O)c1[nH]c(C)c(C(=O)NC2CCCCCC2)c1C	1	17	-4	-0.3	-11	0	8	-9	-0.1
Cc1ccc(C(=O)O/N=C(\N)c2ccc(Br)cc2)cc1C	-19	57	0	-0.3	42	-7	9	-11	0.4

Later entries.
SMILES	FXIa inh	CHOP inh	Wee1 degr inh	TNF death inh	PPC-1+TRAIL kill	FXIIa inh	PGE2 EP2 inh	TbHK1 inh	L929 necroptosis
CC(C)(C)CC(=O)NCc1cccs1	-2	8	1	32	7	4	6	4	3.0
CC(C)(C)NNC(=S)Nc1cccc(F)c1	-3	-3	5	0.5	-4	2	10	-11	-0.4
COc1cc(C(C(=O)NCc2ccccc2)N(Cc2ccco2)C(=O)c2cnccn2)cc(OC)c1OC (stereo unspecified)	7	-17	-2	-0.7	34	11	2	9	-0.4
CC(C)C(NC(=O)C12CC3CC(CC(C3)C1)C2)C(=O)NC1=NCCS1 (stereo unspecified)	-4	30	-3	-3.5	28	6	15	1	1.3
COc1ccccc1NS(=O)(=O)c1cc(NC(=O)c2cccs2)ccc1N1CCCC1	0	2	5	3.5	13	11	3	2	-0.2
CCOC(=O)C/C(C)=N/NC(=O)CNc1cccc(Cl)c1C	-4	18	-4	0.1	8	nt	9	4	2.4
CCOc1ccccc1CNC(=O)C1CCC(=O)N1C(C)C (stereo unspecified)	6	24	1	1.3	-13	17	5	1	0.8
COc1ccc(OC)c(C2=NOC(C(=O)Nc3ccccc3SC)C2)c1 (stereo unspecified)	-3	-17	1	0.2	-11	8	5	-6	0.5
Cc1ccc(N2CN(Cc3cccnc3)CNC2=S)c(C)c1	5	-4	0	0.9	9	6	3	5	-0.4
COc1ccc(OC)c(/C=C/C(=O)Nc2ccc(OC)nc2)c1	1	0	-1	0.3	20	7	3	-6	0.8

One compound at a time, from the list above. Order of screens: FXIa inh | CHOP inh | Wee1 degr inh | TNF death inh | PPC-1+TRAIL kill | FXIIa inh | PGE2 EP2 inh | TbHK1 inh | L929 necroptosis
Record of `Cc1ccc(N2CN(Cc3cccnc3)CNC2=S)c(C)c1` → 5 | -4 | 0 | 0.9 | 9 | 6 | 3 | 5 | -0.4
Record of `CCOC(=O)C/C(C)=N/NC(=O)CNc1cccc(Cl)c1C` → -4 | 18 | -4 | 0.1 | 8 | nt | 9 | 4 | 2.4

Filtered by structure: those above with fluorine
SMILES	FXIa inh	CHOP inh	Wee1 degr inh	TNF death inh	PPC-1+TRAIL kill	FXIIa inh	PGE2 EP2 inh	TbHK1 inh	L929 necroptosis
O=C(CC(Nc1ccccc1)c1ccc(F)cc1)c1ccccc1 (stereo unspecified)	17	25	1	4.9	0	20	11	3	0.5
CN(C)CCCNC(=O)c1cc(S(=O)(=O)N2CCOCC2)ccc1F	-10	-7	-1	0.8	22	-4	6	-5	0.6
CC(=O)Nc1cccc(C(=O)N/N=C/c2ccccc2F)c1	2	-2	0	0.0	18	7	5	-8	0.1
COc1ccc(-c2nnc(SCC(=O)Nc3cc(F)ccc3C)o2)cc1	5	42	-3	1.1	30	-4	3	3	-0.6
CCN1C=CC2=C(C#N)C(N)C(C#N)(C#N)C(c3ccccc3C(F)(F)F)C2C1 (stereo unspecified)	1	21	-1	-2.4	3	11	11&14	2	-0.7
O=C(CSc1nccn1-c1ncc(C(F)(F)F)cc1Cl)c1ccc(Cl)cc1	-2	-18	-2	-5.5	17	14	15	5	-0.2
Cc1nn(Cc2ccc(F)cc2Cl)c(C)c1[N+](=O)[O-]	-2	2	0	28	27	-1	7	0	2.6
Cc1onc(-c2ccccc2)c1C(=O)N=C(N)c1ccc(C(F)(F)F)cc1	4	-16	0	0.9	19	11	10	-20	0.4
CCOc1ccc(-c2nnc(SCc3nnc(-c4ccccc4)o3)n2-c2ccccc2F)cc1	-4	36	1	-4.2	13	2	13	3	-0.7
NC1=NC(=O)S/C1=C\c1ccc(F)cc1	2	3	-2	1.8	6	4	12	-10	0.3
CC(C)(C)NNC(=S)Nc1cccc(F)c1	-3	-3	5	0.5	-4	2	10	-11	-0.4

High-throughput results (PubChem)
